Nrf2 ARE act = Nrf2 pathway activation | actives 0.31% (n = 410,000) | Potency, µM (doses to about 46.1 µM), for the others: at the highest dose activation, hits mostly activators | AREc32 ARE-luciferase reporter (MCF7-derived line), luminescence, 24 h; note: potency is the fitted concentration of half-maximal effect; % of control where 0% means no effect; nearly all actives have a fitted effect of over 65% in size
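AREc32 cells carrying an ARE-driven firefly luciferase, 1000 cells/well in OPTI-MEM with 5% FBS, dosed after overnight attachment and incubated 24 hr at 37 deg C. Steady-Glo luminescence read after 30 min at RT.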
A549 tox = kills or reduces viability of A549 cells in Nrf2 counter-screen; A549 ARE-Fluc cells, CellTiter-Fluor viability, 18-24 h; AID 504648; Potency, µM (top dose mostly 46 µM), for inactives: at the highest dose activity change, negative = cytotoxicity, most hits filed as inhibitors; actives 0.16% (n = 390,000); note: potency is the fitted concentration of half-maximal effect; % is set by controls: 0 for no effect and ±100 for the full control effect
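A549 ARE_Fluc cells in 5% FBS OPTI-MEM were exposed to compounds in concentration-response for 18-24 h at 37 deg C. Viability was read by CellTiter-Fluor fluorescence (Ex 405/Em 525) after 30 min, before the luciferase read.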
EPAC2 agonist = activates human EPAC2 exchange factor; Potency, µM (titrated, usually from 154 µM), inactives show at the highest dose activation, usual class: activators; actives 0.079% (n = 360,000); Q8WZA2; EPAC2 activation, biochemical qHTS; response scale: 100% = 6.5 mM cAMP response; AID 720711; note: potency is the fitted concentration of half-maximal effect; nearly all actives have a fitted effect of over 50% in size
Target sequence (Q8WZA2 whole entry, looked up): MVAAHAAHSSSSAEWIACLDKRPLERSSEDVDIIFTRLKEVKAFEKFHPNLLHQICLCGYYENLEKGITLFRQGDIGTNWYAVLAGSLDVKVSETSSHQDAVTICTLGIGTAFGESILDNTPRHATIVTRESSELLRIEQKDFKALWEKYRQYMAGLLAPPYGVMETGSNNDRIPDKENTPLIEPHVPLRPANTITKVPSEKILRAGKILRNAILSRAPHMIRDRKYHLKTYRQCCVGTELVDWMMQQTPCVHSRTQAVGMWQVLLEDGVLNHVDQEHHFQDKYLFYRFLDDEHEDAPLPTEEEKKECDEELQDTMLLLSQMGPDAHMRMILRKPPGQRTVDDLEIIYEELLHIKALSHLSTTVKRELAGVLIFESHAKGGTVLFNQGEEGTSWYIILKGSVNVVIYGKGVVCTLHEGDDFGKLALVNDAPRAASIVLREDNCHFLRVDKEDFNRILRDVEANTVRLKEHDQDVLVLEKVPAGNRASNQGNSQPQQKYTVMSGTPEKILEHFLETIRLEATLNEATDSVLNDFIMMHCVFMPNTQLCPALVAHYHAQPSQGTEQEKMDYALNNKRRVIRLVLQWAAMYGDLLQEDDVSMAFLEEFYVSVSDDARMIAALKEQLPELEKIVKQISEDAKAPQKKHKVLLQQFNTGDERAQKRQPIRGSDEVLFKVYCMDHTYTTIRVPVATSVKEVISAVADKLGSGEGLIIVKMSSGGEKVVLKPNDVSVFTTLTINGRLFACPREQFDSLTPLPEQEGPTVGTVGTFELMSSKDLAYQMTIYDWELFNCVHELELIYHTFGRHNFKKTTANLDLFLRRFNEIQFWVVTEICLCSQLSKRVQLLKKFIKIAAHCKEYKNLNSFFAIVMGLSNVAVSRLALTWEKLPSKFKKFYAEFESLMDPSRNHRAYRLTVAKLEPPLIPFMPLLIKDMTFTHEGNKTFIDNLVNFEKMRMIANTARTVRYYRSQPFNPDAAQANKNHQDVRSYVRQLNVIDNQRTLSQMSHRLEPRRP
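Nucleotide exchange monitored as fluorescence drop when BODIPY-GDP leaves Rap1B. Reaction: 100 nM EPAC2, 250 nM RAP1B-BODIPY-GDP, 50 uM GDP, room temperature, kinetic read over 30 min. Activity expressed relative to 6.5 mM cAMP.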
HepG2 tox = counter-screen for TGF-b inhibitors: cytotoxicity in HepG2 cells; HepG2 CAGA-GFP viability, ATP luminescence, 18 h; Potency, µM (top dose mostly 46.1 µM), inactives show at the highest dose activity change, negative = cytotoxicity, usual class: cytotoxic; actives 0.76% (n = 410,000); note: potency is the fitted concentration of half-maximal effect; some results filed as inactive show a strong effect at the top dose
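CellTiter-Glo luminescence gave cytotoxicity after 18 hours at 37 degrees C. The cells were HepG2 CAGA-GFP in 1% FBS DMEM, stimulated with 500 pg/mL TGF-beta after compound addition. %Activity was normalised to no-cell wells (complete cell-killing) and DMSO (no toxicity), and curves were fitted and classified.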
S2 tox = cell viability loss in ATXN counter-screen; S2 cells (HEK-293 line with an ATXN2-luciferase reporter) viability, CellTiter-Fluor protease fluorescence, 24 h; Potency, µM (doses to about 56.7 µM), usual class: cytotoxic; actives 0.49% (n = 400,000); AID 651635; note: potency is the fitted concentration of half-maximal effect; nearly all actives have a fitted effect of over 40% in size
ATXN2 expr inh = inhibitors of ATXN2 expression; Potency, µM (highest dose often 57 µM), for the others: at the top dose activity change, negative = inhibition, most hits filed as inhibitors; HEK-293 ATXN2-luciferase reporter, luminescence, 24 h; actives 0.72% (n = 360,000); AID 1745845; note: potency is the fitted concentration of half-maximal effect; % is set by controls: 0 for no effect and ±100 for the full control effect; nearly all actives have a fitted effect of over 55% in size
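ATXN2-luciferase reporter cells (luciferase flanked by upstream and downstream ATXN2 gene portions) were treated 24 h at 37 °C with compounds at up to 57 uM. SteadyGlo luminescence gave expression; GF-AFC fluorescence gave viability.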
TGFb inhibitor = blocks TGF-b signaling | HepG2 CAGA-GFP TGF-b/SMAD3 reporter, GFP fluorescence, 18 h; TGF-beta stimulated, 500 pg/mL final | Potency, µM (top dose mostly 46.1 µM), for the others: top-dose activity, negative = inhibition, hits mostly inhibitors | actives 1.2% (n = 410,000); note: potency is the fitted concentration of half-maximal effect; % is set by controls: 0 for no effect and ±100 for the full control effect; nearly all actives have a fitted effect of over 65% in size
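First, reporter cells (HEPG2 CAGA-GFP) rested 2 h at 37 degrees C. Next, compounds were pinned in and TGF-beta added to 500 pg/mL final. After 18 h, GFP was imaged per cell and summed per well.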
Nrf2 inh = Nrf2 pathway inhibition; A549 ARE-Fluc reporter, luciferase luminescence, 18-24 h; actives 2.1% (n = 360,000); Potency, µM (highest dose often 46 µM), inactives show at the top dose activity change, negative = inhibition, hits mostly inhibitors; note: potency is the fitted concentration of half-maximal effect; % is set by controls: 0 for no effect and ±100 for the full control effect; nearly all actives have a fitted effect of over 60% in size
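A549 ARE_Fluc cells, 5000/well, 5% FBS OPTI-MEM; compounds in dose-response, 18-24 h at 37 °C/5% CO2; CellTiter-Fluor viability read (Ex 405/Em 525), then BugLite luciferase luminescence = Nrf2 activity.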
IL2 activator = activates IL-2 in a cell-based reporter assay; IL-2 activation reporter assay, cell-based qHTS; stimulated with anti-CD3/CD4/CD28 beads; in transgenic mouse T cells; activation, % (series mostly up to about 46 µM); actives 0.065% (n = 360,000); AID 652025; in the data active = activation above about 50%; inconclusive = mostly about 30% to 49%; note: 0% is about no effect
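Using fluorescent plate cytometry, EGFP and DsRed are detected in transgenic mouse T cells stimulated 18 h at 37 degrees C with antibody-coated beads after 60 min compound pretreatment.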
An asterisk follows results filed as active; i = inactive; u = inconclusive; x = not tested or not shown; [ ] = dose if it differs, or a comment. Unless noted, calls come from the whole dose curve; as a rule, active = well fitted curve in the direction sought with a large enough effect; inconclusive = small, poorly fitted or top-dose-only effect, or another doubt; inactive = no such curve, though single readings can be large; an effect the other way counts as inactive or inconclusive.

Structure,A549 tox,HepG2 tox,S2 tox,Nrf2 inh,EPAC2 agonist,ATXN2 expr inh,IL2 activator,TGFb inhibitor,Nrf2 ARE act
COc1ccc(-c2cc(CNS(=O)(=O)c3ccc(F)cc3)on2)cc1,-19.6%,-15.9%,i,u,14.3%,-37.2%,-0.5,0.0%,0.0%
Cc1ccc(-c2nc3ccc(C)cn3c2Cc2ccccn2)cc1,x,x,u,x,10.6%,-4.3%,-0.1,x,5.6%
COc1ccc(CNC(=O)CN2C(=O)CC(c3ccc(C)c(C)c3)=Nc3ccccc32)cc1,-1.0%,-22.3%,i,u,x,42.5%[activator],x,u,4.5%
CCN(CC)CCCNc1ncnc2c1cnn2-c1ccc(C)c(C)c1,u,-34.1%,u,x,x,-20.6%,x,-30.0%,8.4%
Cc1ccc(C(=O)NNC(=O)c2ccc(-n3cncn3)c([N+](=O)[O-])c2)cc1,0.0%,-1.7%,i,-3.8%,-5.3%,4.8%,-1.9,-6.5%,-1.0%
COc1cc(Cl)ccc1OC1(C)CCN(Cc2ccc3ccccc3c2)C1 (stereo not given),x,-31.3%,u,x,3.6%,-18.4%,-0.8,u,7.6%
COc1cc(C(=O)N2CCN(S(=O)(=O)c3cccc(F)c3)CC2)ccc1OCC(=O)N1CCOCC1,-10.5%,-69.9%,i,-2.4%,8.3%,7.2%,-4.1,0.0%,-0.4%
CCCCC1(C(=O)OCC)CC(CN2CCOCC2)OC1=O (stereo not given),2.7%,-5.5%,i,2.3%,-8.8%,1.6%,-4.1,-3.4%,-0.6%
Cc1ccc(S(=O)(=O)N2C[C@H]3[C@H]4C(=O)N(C)C(=O)[C@H]4CC(=O)[C@H]3[C@@H]2c2ccccc2F)cc1,x,9.3%,i,x,7.4%,19.2%,1.5,16.7%,0.3%
Cc1cc(Nc2nc3ccccc3nc2Cl)n(-c2ccccc2C)n1,-7.9%,0.8%,u,9.9%,6.9%,-11.9%,1.4,u,15.4%
COc1cc(CCCN2C(=O)C(=O)NC[C@@H]2CCCCN)cc(OC)c1OC,-0.1%,13.3%,i,4.0%,1.1%,1.3%,1.8,6.4%,-1.6%
COC(=O)c1cc(NC(=O)CC2NCCNC2=O)cc(C(=O)OC)c1 (stereo not given),-17.5%,-1.9%,i,-5.0%,6.1%,5.3%,-1.1,7.7%,-0.3%
COc1ccc(C(=O)CSc2nc3ccc([N+](=O)[O-])cc3[nH]2)cc1,-3.3%,1.8%,i,-7.5%,0.7%,1.9%,0.2,-4.1%,0.8%
COc1cccc(NC(=O)N2CCN(c3nnnn3-c3ccccc3)CC2)c1,6.7%,-20.9%,i,-15.2%,0.2%,-37.8%,-1.2,-1.0%,0.2%
O=C(c1cccc(S(=O)(=O)N2CCc3ccccc32)c1)N1CCN(c2ccccc2)CC1,u,-3.4%,i,u,15.2%,-27.6%,-2.2,-28.4%,-0.3%
O=C(NCc1ccccc1Cl)c1csc([C@H]2C[C@H](O)[C@@H](CO)O2)n1,x,2.7%,i,x,7.2%,10.1%,-0.1,1.7%,-0.9%
CC(C)(C)NC(=O)C(c1ccccc1)N(Cc1cccs1)C(=O)c1csnn1 (stereo not given),0.1%,-3.8%,u,20.2%,1.2%,3.0%,-0.8,3.1%,-0.9%
C=CC(=O)Nc1cccc(Oc2ccnc3[nH]ccc23)c1,u,1.8%,8.91µM*,-10.6%,u,-32.6%,-0.6,u,9.0%
CN(C(=O)c1cc2c(cc1Br)OCO2)c1cccc2ccccc12,x,-8.5%,i,x,9.5%,x,-2.6,3.0%,-0.1%
Cc1ccc(OCCOc2ccc(Br)cc2)c([N+](=O)[O-])n1,13.9%,-16.7%,u,u,0.5%,64.8%[activator],-1.4,15.9%,3.3%
Cc1ccc(CN(c2ccc(C(=O)NCc3cccnc3)cc2)S(C)(=O)=O)cc1,8.7%,-26.6%,i,x,1.5%,-7.8%,-2.8,0.0%,0.0%
CC(C)CNC(=O)CO/N=C/c1ccccc1Cl,8.8%,-6.7%,i,-29.2%,-1.9%,-3.8%,-0.6,-10.5%,-0.7%
C=CCSc1nc(=O)n2ccc(C)cc2n1,1.4%,-119.7%,i,1.3%,-2.7%,3.8%,3.5,-10.5%,7.0%
Cc1ccc(CSc2nc3ccccc3c(=O)n2Cc2ccco2)cc1,0.6%,-41.5%,i,u,9.2%,-10.1%,0.5,u,0.7%
CN(C)C(CNC(=S)Nc1ccccc1)c1cccnc1 (stereo not given),0.8%,15.2%,i,-6.4%,2.3%,4.5%,-2.4,-13.4%,0.2%
c1ccc(CNc2c3c(nc4ncnn24)CCC3)cc1,1.9%,-2.4%,i,15.7%,6.2%,-1.9%,-0.7,0.3%,6.0%
CCc1cc(=O)oc2c(C)c(OCC(=O)N3CCC[C@@H]3C(=O)O)ccc12,5.2%,12.5%,i,6.2%,4.0%,9.6%,-0.4,13.4%,-0.9%
O=C1CN(C(=O)c2ccccc2C(=O)O)c2ccccc2N1,-4.6%,-5.6%,i,-1.2%,-5.5%,-4.7%,-1.4,5.6%,-0.5%
c1n[nH]c(NC2=NCCC2)n1,0.1%,-5.0%,i,9.6%,-3.8%,1.3%,-0.3,8.1%,-0.4%
CCn1cc(C(=O)NCc2ccccc2Cl)cn1,3.8%,14.1%,i,-18.6%,3.6%,1.4%,3.4,-3.8%,0.0%
COc1ccc(OC(C)C(=O)N2CCCc3ccccc32)cc1 (stereo not given),0.5%,-21.1%,i,-13.5%,4.9%,-2.6%,-0.7,-0.7%,3.1%
CC(OC(=O)c1ccc(Cl)c(S(=O)(=O)Nc2ccc(F)cc2)c1)C(=O)NC(N)=O (stereo not given),-6.1%,7.1%,i,-21.9%,-3.0%,-8.5%,-0.9,2.9%,1.7%
CC(OC(=O)COc1ccccc1[N+](=O)[O-])C(=O)Nc1ccc(N2CCOCC2)cc1 (stereo not given),-2.1%,-13.5%,i,4.6%,-2.0%,-6.6%[11.3 µM],0.1,-2.3%,-0.5%
O=C(c1cc(F)ccc1F)C1CCCN(C(=O)c2cccs2)C1 (stereo not given),3.4%,7.5%,i,17.2%,3.0%,6.2%,-0.1,4.2%,0.1%
COc1ccc(CSc2nc(C)cc(=O)[nH]2)cc1Br,-3.7%,-25.3%,i,7.6%,-2.6%,6.3%,-3.1,-2.0%,4.9%
COC(=O)CSc1nc(SCc2ccccc2Cl)nc2c1CCCC2,1.7%,-3.4%,i,-17.2%,10.5%,-27.3%,2.5,3.6%,-0.1%
CCCN1CCN(C(=O)c2ccc(CS(=O)c3ccc(Cl)cc3)o2)CC1 (stereo not given),-2.7%,-2.1%,i,3.9%,0.7%,18.0%,1.5,-4.2%,-0.5%
CCN(C(=O)c1ccc(Cl)cc1[N+](=O)[O-])c1ccccc1C,3.4%,2.1%,i,u,0.0%,-6.2%,0.4,5.2%,0.2%
NC(=O)C1CCN(C(c2ccccc2Cl)c2nnnn2CC2CCCO2)CC1 (stereo not given),-5.9%,16.3%,i,x,11.1%,0.8%,-0.7,9.4%,0.3%
O=C(CNC(=O)N1CC(=O)Nc2ccccc21)NCCc1cccc(F)c1,6.3%,-26.9%,i,7.5%,6.8%,3.0%,-1.1,-15.1%,-0.3%
Cc1ccccc1NC(=O)CSc1nc2c(oc3ccccc32)c(=O)n1-c1ccccc1F,0.1%,-31.2%,i,-6.5%,x,10.1%,x,u,1.3%
O=c1ccn([C@@H]2O[C@H](CNS(=O)(=O)c3cc4ccccc4s3)[C@@H](O)[C@H]2O)c(=O)[nH]1,-0.6%,1.2%,i,10.8%,3.7%,5.9%,-0.2,-1.0%,-0.2%
O=C(NCCNC(=O)c1cc(Cl)ccc1Cl)c1ccccn1,0.0%,13.0%,i,u,-2.5%,-26.4%,0.7,11.6%,-0.1%
COc1ccc(S(=O)(=O)Nc2cc3c(cc2N2CCOCC2)n(C)c(=O)n3C)cc1,0.8%,-29.4%,i,5.3%,x,10.2%,x,-2.2%,u
Cc1cccc(NC(=O)c2sc3nc4c(cc3c2N)CCCCCC4)c1C,-12.8%,-18.3%,u,u,x,-8.4%,x,u,-0.6%
CCOc1ccc(C(=O)Nc2cccc3ncccc23)cc1Br,-1.5%,-48.0%,i,u,3.0%,-19.1%,-0.2,-21.6%,2.0%
CC(C)NC(=O)N1Cc2cc(C(=O)NC3CCCCC3)nc(-c3cccc(-c4cccnc4)c3)c2[C@@H]1CCO,x,x,i,x,12.8%,-27.2%,0.4,x,2.3%
CCn1nc(NC(=O)c2ccncc2)c2cc3ccccc3nc21,-4.5%,-4.7%,i,-21.9%,-0.2%,-3.6%,1.8,0.0%,-0.6%
COc1ccc(CCNC(=O)CCC(=O)n2ncc3ccc(Cl)cc32)cc1OC,-10.1%,-9.1%,i,-6.0%,-2.2%,-31.0%,-1.5,-13.6%,-0.5%
C=CC[C@H](CC(=O)NCCO)C(=O)NC[C@@H](OC(=O)[C@H](CC=C)CC(=O)OC(C)(C)C)c1ccccc1,-3.8%,-6.6%,i,9.0%,-3.4%,2.3%,1.1,8.2%,0.1%
COC(=O)c1ccc(N2C(=O)c3cc(N4CCOCC4)c([N+](=O)[O-])cc3C2=O)cc1,4.4%,-12.4%,i,5.6%,-4.7%,-12.9%,-2.9,0.0%,0.2%
Cc1c(Cl)cccc1NC(=S)NC1CCN(C(C)C)CC1,-0.6%,-32.1%,i,3.3%,3.3%,-19.0%,0.4,-17.9%,0.1%
COc1cccc(Nc2nc(C(C)N)cs2)n1 (stereo not given),x,-34.2%,i,x,6.4%,u,-0.2,9.5%,1.1%

Bioassay records (PubChem)
